USP2a inh = blocks human ubiquitin-specific protease USP2a; O75604; actives 0.1% (n = 60,000); AID 927; USP2a enzymatic assay, qHTS inhibition; Potency, µM (highest dose often 38.3 µM), for inactives: top-dose activity change, negative = inhibition, most hits filed as inhibitors;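 note: potency is the fitted concentration of half-maximal effect; nearly all actives have a fitted effect of over 60% in size; plate controls were DMSO for no effect and NEM full inhibition control for full effect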
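USP2 core (20nM final) preincubated 30 min RT with compound, then Ub-PLA2 20nM and NBD C6-HPC 20uM final added; buffer 20mM Tris-HCl pH 8.0, 2mM CaCl2. Fluorescence Ex 460/Em 535 read at 0 and 2.5 h; normalized to NEM.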
HEK293 cAMP ctrl = parental HEK293 cAMP activation (counter-screen). actives 2.5% (n = 73,000). AID 938. parental HEK293 CNG cAMP sensor, membrane potential fluorescence. Potency, µM (highest dose often 57.1 µM), without a hit: at the highest dose activation, most hits filed as activators; note: potency is the fitted concentration of half-maximal effect; % of control where 0% means no effect; nearly all actives have a fitted effect of over 55% in size
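Parental HEK 293 cells stably expressing a cAMP-gated CNG channel were loaded with membrane potential dye containing 100 uM RO 20-1724 for 60 min. Compound added for 30 min; depolarization read as fluorescence intensity at 590 nm.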
Caspase-7 inhib = blocks human caspase-7 allosterically or competitively. P55210. recombinant caspase-7, Ac-DEVD-AFC fluorescence rate. Potency, µM (doses to about 57.5 µM), without a hit: top-dose activity change, negative = inhibition, most hits filed as inhibitors. actives 0.02% (n = 75,000). AID 889; active = well fitted inhibition curve with a large enough effect in the main read-out, with a control signal flat, not every such curve was filed as active; inconclusive = small, poorly fitted or top-dose-only effect, or a change in a side signal; note: potency is the fitted concentration of half-maximal effect; % of control where 0% means no effect
Target sequence (P55210 24-198 limits assumed): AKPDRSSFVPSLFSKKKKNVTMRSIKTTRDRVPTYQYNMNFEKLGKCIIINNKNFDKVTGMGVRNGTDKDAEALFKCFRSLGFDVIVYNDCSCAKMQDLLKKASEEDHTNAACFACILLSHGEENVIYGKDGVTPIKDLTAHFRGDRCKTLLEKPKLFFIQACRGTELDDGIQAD
Target sequence (P55210 207-303 limits assumed): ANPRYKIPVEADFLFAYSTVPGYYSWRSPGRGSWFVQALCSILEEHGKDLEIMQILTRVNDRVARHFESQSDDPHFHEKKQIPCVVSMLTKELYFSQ
Fluorescein fluor = compound fluoresces in the fluorescein spectral region; actives 0.91% (n = 59,000); max fluorescein-equivalent concentration, M; Compound autofluorescence, 480/540 nm, fluorescein-equivalent; hits give high values; AID 593; in the data active = max fluorescein-equivalent concentration above about 10 nM; inconclusive = between about 1.1 nM and that limit
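Fluorescein stocks ranging 3 mM down to 300 nM, plus DMSO blanks, were pinned alongside compounds to build a per-plate standard curve. Buffer: 100 mM Tris, pH 8.0. Incubation 15 min, room temperature; filters 480/540 nm.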
FLuc inh = firefly luciferase inhibition | P08659 | purified firefly luciferase, luminescence, 8 min | Potency, µM (titrated, usually from 57.1 µM), inactives show at the highest dose activity change, negative = inhibition, most hits filed as inhibitors | actives 2.2% (n = 72,000) | AID 411; note: potency is the fitted concentration of half-maximal effect; % is set by controls: 0 for no effect and ±100 for the full control effect; nearly all actives have a fitted effect of over 40% in size
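Luminescence read-out after 8 min at room temperature; enzyme reaction used luciferin plus 10 uM ATP (linear range) in imidazole buffer pH 7.2 with KCl, MgCl2, Tween 20 and BSA. Each sample was run as a titration.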
Casp1 inh = caspase-1 (human) inhibition, allosteric or competitive; P29466; Caspase-1 enzyme, Ac-WEHD-AFC fluorogenic rate; Potency, µM (doses to about 57.5 µM), for the others: top-dose activity change, negative = inhibition, hits mostly inhibitors; actives 0.03% (n = 75,000); AID 900;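 note: potency is the fitted concentration of half-maximal effect; plate controls were vehicle for no effect and no substrate for full effect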
Target sequence (P29466 120-297 limits assumed): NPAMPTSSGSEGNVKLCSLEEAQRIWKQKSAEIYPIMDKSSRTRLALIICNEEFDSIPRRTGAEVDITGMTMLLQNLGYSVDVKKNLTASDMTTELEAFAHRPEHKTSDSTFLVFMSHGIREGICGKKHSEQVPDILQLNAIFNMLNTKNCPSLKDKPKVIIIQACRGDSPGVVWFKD
Target sequence (P29466 317-404 limits assumed): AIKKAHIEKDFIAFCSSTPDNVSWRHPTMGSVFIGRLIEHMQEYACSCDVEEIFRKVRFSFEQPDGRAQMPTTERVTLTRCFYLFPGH
Rhodamine autofl = rhodamine region autofluorescence. Rhodamine-region fluorescence, 547/598 nm, Tris buffer; hits give high values. max dye-equivalent concentration, M. actives 0.05% (n = 59,000); in the data active = max dye-equivalent concentration above about 11 nM; inconclusive = between about 1.1 nM and that limit
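Intrinsic compound fluorescence, ex 547 / em 598 nm, CCD imager. Tris 100 mM pH 8.0; 15 min RT. Output = rhodamine dye-equivalent concentration at each compound concentration.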
HADH2 inhib = blocks human hydroxyacyl-CoA dehydrogenase type II; recombinant HADH2, NADH fluorescence, beta-hydroxybutyryl-CoA; Potency, µM (doses to about 57.1 µM), without a hit: top-dose activity change, negative = inhibition, hits mostly inhibitors; actives 3.4% (n = 73,000); AID 886; note: potency is the fitted concentration of half-maximal effect; % is set by controls: 0 for no effect and ±100 for the full control effect; nearly all actives have a fitted effect of over 60% in size; many of its hits are not listed in these tables
Target sequence (Q99714 whole entry, looked up, one chain of several): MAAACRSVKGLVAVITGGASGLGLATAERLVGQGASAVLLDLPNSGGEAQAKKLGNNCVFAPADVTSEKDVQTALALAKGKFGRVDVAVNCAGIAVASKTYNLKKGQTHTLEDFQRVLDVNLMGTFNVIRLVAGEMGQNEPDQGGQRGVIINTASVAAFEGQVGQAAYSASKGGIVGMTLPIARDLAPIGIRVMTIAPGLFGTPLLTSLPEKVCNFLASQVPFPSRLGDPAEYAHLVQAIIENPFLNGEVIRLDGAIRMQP
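Buffer 100 mM Tris-HCl pH 9.0/0.01% Tween-20; HADH2 20 nM; NAD+ 1 mM; beta-hydroxybutyryl-CoA 90 uM (all final). 15 min cpd preincubation, RT.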
TexasRed autofl = compound fluoresces in the Texas Red spectral region | max dye-equivalent concentration, M | actives 0.06% (n = 59,000) | Compound fluorescence, Texas Red channel, 547/618 nm; hits give high values; in the data active = max dye-equivalent concentration above about 10 nM; inconclusive = between about 1.1 nM and that limit
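Dye-equivalent concentrations come from scaling compound signal (ex 547, em 618 nm) to six Texas Red standard concentrations run on every plate, after 15 min room-temperature incubation in pH 8.0 Tris (100 mM).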
Tau filament bind = tau filament binding. P10636. recombinant tau filaments, thioflavin S fluorescence, 15 h; filaments grown with octadecylsulfate alongside compound. Potency, µM (series often up to 57.1 µM), inactives show top-dose activity change, negative = inhibition. actives 2% (n = 71,000);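 note: potency is the fitted concentration of half-maximal effect; % is set by controls: 0 for no effect and ±100 for the full control effect; actives lower thioflavin S fluorescence by blocking filaments or displacing dye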
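Assay mix: 1 uM His-tagged tau, 30 uM sodium octadecylsulfate, thioflavine S dye in HEPES/NaCl/DTT buffer. Compound is added prior to the inducer. Fluorescence after 15 h at 37 C.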
ERK AVP block = inhibitors of vasopressin-stimulated ERK signaling pathway. actives 0.99% (n = 72,000). Potency, µM (series often up to 57.5 µM), without a hit: at the highest dose activity, negative = inhibition, hits mostly inhibitors. HEK293-V1b, vasopressin-stimulated pERK AlphaScreen; note: potency is the fitted concentration of half-maximal effect; % is set by controls: 0 for no effect and ±100 for the full control effect; nearly all actives have a fitted effect of over 55% in size
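V1b-HEK293 cells; cpd 30 min 37C; 25 nM vasopressin 5 min; lyse 10 min; AlphaScreen beads 5 hr RT. Normalized to DMSO basal and 25 nM vasopressin; AC50 by Hill fit.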
* hit, by the source's call; i = inactive; ? = inconclusive; nt = no result given; [ ] = dose if it differs, or a comment. Unless noted, calls come from the whole dose curve; as a rule, active = well fitted curve in the direction sought with a large enough effect; inconclusive = small, poorly fitted or top-dose-only effect, or another doubt; inactive = no such curve, though single readings can be large; an effect the other way counts as inactive or inconclusive. An excerpt; the hit share may differ from the screen's.

Compound	Caspase-7 inhib	Fluorescein fluor	FLuc inh	Rhodamine autofl	Casp1 inh	TexasRed autofl	ERK AVP block	HADH2 inhib	HEK293 cAMP ctrl	Tau filament bind	USP2a inh
CC12CCC(C(=O)NCc3cccnc3)(OC1=O)C2(C)C (configuration not stated)	-1%	?	0%	i	-3%	i	-15%	-5%	2%	10%	2%
COC(=O)c1cccc(NC(=O)c2nn(C(C)C)c(=O)c3ccccc23)c1	2%	?	-4%	i	-2%	i	-16%	8%	?	11%	-2%
COc1ccccc1NS(=O)(=O)c1cccc2cccnc12	-2%	nt	4%	nt	-3%	nt	nt	-4%	5%	-20%	nt
COc1cc(C2C(C#N)=C(N)Oc3n[nH]c(-c4ccncc4)c32)cc(OC)c1OC (configuration not stated)	2%	i	0%	i	0%	?	10%	?	-6%	3%	1%
Cc1ccc(C)c(NC(=O)c2ccccn2)c1	-2%	?	-6%	i	2%	?	-8%	5%	10%	15%	5%
Cc1cc2ncn(CC(O)COc3cccc(C(=O)O)c3)c2cc1C (configuration not stated)	6%	i	-2%	i	0%	?	-11%	-10%	-4%	6%	-6%
O=c1c2ccccc2nnn1CSc1nnc2ccccn12	4%	i	-6%	i	2%	?	-4%	-2%	1%	-8%	-8%
Cc1csc(Cn2c(CN(C)C)nc3ccccc3c2=O)n1	0%	?	3%	i	2%	i	8%	-1%	6%	11%	1%
COCCN(C(=O)c1ccccc1)c1nnc(-c2cccnc2)s1	0%	?	-2%	i	3%	?	-10%	5%	-8%	6%	8%
CS(=O)(=O)N(CC(=O)N1CCCCC1)c1sc2c(c1C#N)CCCC2	1%	?	5%	i	-4%	i	-2%	0%	17%	-14%	-9%
CC1(C)Cc2ccccc2-c2nnnn21	-1%	nt	0%	nt	-1%	nt	-5%	-5%	-2%	-9%	1%
O=C(NO)c1ccccc1	1%	nt	nt	nt	-1%	nt	9%	?	-17%	-12%	nt
Cc1oc2ccccc2c1-c1cn2c(n1)SCC2	-16%	?	0%	i	-13%	i	3%	?	11%	-5%	27%
COc1ccccc1C(OC(=O)c1cccs1)C(=O)NCc1ccco1 (configuration not stated)	4%	?	3%	i	3%	?	8%	-2%	27%	7%	9%
CCn1c(C(=O)N2CCC(C(=O)N3CCN(c4ccccn4)CC3)CC2)cc2sccc21	-4%	nt	2%	nt	-5%	nt	-24%	-8%	?	2%	nt
CCOC(=O)CN1CC23C=CC(O2)C(C(=O)NC2CCCCC2)C3C1=O (configuration not stated)	2%	i	5%	i	2%	i	10%	9%	2%	9%	6%
CC(C)Cn1c(SCC(=O)N2CCN(S(=O)(=O)c3ccccc3)CC2)nc2ccccc21	-6%	?	0%	i	0%	i	-25%	6%	?	11%	50%[activator]
CCCCC(=O)OCCNC(=O)c1cc2ccccc2oc1=O	0%	nt	0%	nt	-1%	nt	-7%	-5%[11.4 µM]	11%[11.4 µM]	-13%[11.4 µM]	0%[7.66 µM]
O=C(CCC1CCCCC1)Nc1ncn[nH]1	-1%	i	-1%	i	1%	?	-19%	11%	2%	1%	0%
COc1ccccc1-c1cc(Nc2ccn[nH]2)ncn1	-5%	?	-14%[2.29 µM]	i	-4%	i	?	16%	-2%	-11%	156%[activator]
CCOC(=O)c1c(N)c(C#N)c2n1CCCCC2	-1%	i	1%	i	0%	i	?	1%	4%	-3%	-2%
CCOc1ccc2nc(NC(=O)C(CC)Sc3nc(C)cc(=O)[nH]3)sc2c1 (configuration not stated)	2%	?	?	i	0%	i	?	-13%	?	-2%	?
OC12CCCCC1C(c1ccc3c(c1)OCO3)N(Cc1ccc(F)cc1)CC2 (configuration not stated)	0%	i	2%	i	-1%	i	-24%	8%	?	?	33%[activator]
CCOC(=O)N1CCN(C(=O)C2CCN(S(=O)(=O)N(CC)CC)CC2)CC1	1%	i	2%	i	0%	?	-5%	2%	-1%	-10%	-3%
CCOC(=O)N1CCC(c2cc(=O)n3[nH]cc(C(=O)OC)c3n2)CC1	-2%	nt	1%	nt	-2%	nt	1%	-9%	14%	2%	nt

Next part, starting with the last 2 of the part before.
Compound	Caspase-7 inhib	Fluorescein fluor	FLuc inh	Rhodamine autofl	Casp1 inh	TexasRed autofl	ERK AVP block	HADH2 inhib	HEK293 cAMP ctrl	Tau filament bind	USP2a inh
CCOC(=O)N1CCN(C(=O)C2CCN(S(=O)(=O)N(CC)CC)CC2)CC1	1%	i	2%	i	0%	?	-5%	2%	-1%	-10%	-3%
CCOC(=O)N1CCC(c2cc(=O)n3[nH]cc(C(=O)OC)c3n2)CC1	-2%	nt	1%	nt	-2%	nt	1%	-9%	14%	2%	nt
COc1ccccc1S(=O)(=O)Cc1ccc(C(=O)NCc2ccc3c(c2)OCO3)o1	-2%	nt	4%	nt	0%	nt	-18%	-3%	7%	-12%	nt
O=C(CSc1nnc(-c2ccc(O)cc2)o1)N1CCOCC1	0%	i	-1%	i	0%	i	26%	20%	13%	11%	-1%
O=C(O)c1[nH]c2ccc(Cl)cc2c1CC(=O)N1CCN(C(=O)c2ccco2)CC1	1%	i	0%	i	-1%	i	3%	-8%	3%	-10%	-1%
CC1CCN(CCCNC(=O)C2CCC(=O)N2C2CCCC2)CC1 (configuration not stated)	-1%	i	3%	i	1%	i	29%	-5%	18%	i	2%
O=C(Nc1ccc(OC(F)F)c(Cl)c1)Nc1ccc2c(c1)OCO2	1%	i	-14%	i	0%	i	-29%	6%	-19%	74%	-4%
CC1(C)CC(=O)C2=C(C1)Nc1nc(SCCN3CCOCC3)[nH]c(=O)c1C2c1cccs1 (configuration not stated)	0%	i	1%	i	-3%	i	-1%	1%	7%	3%	16%
CC(=O)NC(Cc1ccccc1C)C(=O)NC1CCN(c2c3c(nc4ncnn24)CCC3)CC1 (configuration not stated)	0%	?	1%	i	2%	i	-16%	-4%	-5%	6%	-20%
CC(C)c1ccc(C2CC(=O)N3CN(C)CSC3=C2C#N)cc1 (configuration not stated)	-4%	nt	-1%	nt	-1%	nt	5%	2µM*	10%	-10%	nt
COc1ccc(S(=O)(=O)n2cnc3cc(C)c(C)cc32)cc1C	-5%	nt	0%	nt	-2%	nt	-3%	-5%	?	-7%	19%
Cc1cc2oc(=O)cc(CN3CCCCC3C)c2c(C)c1Cl (configuration not stated)	-1%	i	2%	i	-3%	?	2%	15%	25µM*	-19%	36%[activator]
COc1ccc(NC(=O)c2cc3cc(OC)ccc3oc2=N)cc1	-19%	?	-5%	i	?	i	14%	7%	23%	?	10%
O=C(CSc1ncnc2ccccc12)N1CCN(c2ccccc2)CC1	-1%	i	1%	i	-2%	i	-12%	-7%	16%	5%	6%
CCCCN(Cc1cc2cc(OC)ccc2[nH]c1=O)C(=O)COc1ccccc1	-3%	i	2%	i	-2%	i	-11%	6%	20%	-12%	35%[activator]
O=C(Nc1cccc(S(=O)(=O)C(F)F)c1)c1ccc(Cl)c(S(=O)(=O)N2CCOCC2)c1	-3%	?	0%	i	-2%	i	13µM*	-2%	18%	6%	26%
CCc1ccc(-c2nc(CN3CCC(C(=O)NCc4ccco4)CC3)c(C)o2)cc1	0%	?	0%	i	-1%	i	-11%	15%	18%	-9%	6%
CCn1c2ccccc2c2cc(NC(=O)CSc3nnc(-c4ccccc4OC)n3N)ccc21	-1%	i	-2%	i	1%	?	8%	-3%	12%	-1%	1%
Cc1cc2nc3[nH]c4c(Cl)cc(Cl)cc4c3nc2cc1C	-2%[11.5 µM]	i	1%[11.4 µM]	i	3%[11.5 µM]	i	-18%[11.5 µM]	4%[11.4 µM]	2%[11.4 µM]	-6%[11.4 µM]	nt
Cc1ccnc(N2CCC(C(=O)Nc3cccc(C(F)(F)F)c3)CC2)n1	0%	i	-2%	i	3%	?	4%	0%	20µM*	8%	82%[activator]
O=C(OCC(=O)N1CCN(C(=O)c2ccco2)CC1)c1cc(-c2ccccc2)nc2ccccc12	-3%	?	-13%	i	-3%	i	20µM*	-26%	17%	-26%	64%[activator]
c1ccc(Cc2nn3c(Cn4nnc5ccccc54)nnc3s2)cc1	-3%	i	-26%	i	-5%	i	-14%	3.2µM*	0%	-22%	34%[activator]

Screening data from PubChem.
